Screens as filed in PubChem.
MCL1 BIM primary = inhibitors of MCL1 binding to BIM-BH3, primary screen, biochemical, fluorescence polarization. inhibition, % at 10.9 µM. GST-MCL1 / FITC-Bim-BH3 fluorescence polarization. actives 0.68% (n = 320,000). Induced myeloid leukemia cell differentiation protein Mcl-1 (Homo sapiens), Q07820;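 active means inhibition above the mean inhibition of all tested compounds plus 3 SD, set per campaign, cut at about 40% in these data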;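 further: 0% = DMSO wells and 100% = unlabeled Bim-BH3 peptide control; higher means more loss of mP so more displacement of Bim peptide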
Target sequence (Q07820 whole entry, looked up): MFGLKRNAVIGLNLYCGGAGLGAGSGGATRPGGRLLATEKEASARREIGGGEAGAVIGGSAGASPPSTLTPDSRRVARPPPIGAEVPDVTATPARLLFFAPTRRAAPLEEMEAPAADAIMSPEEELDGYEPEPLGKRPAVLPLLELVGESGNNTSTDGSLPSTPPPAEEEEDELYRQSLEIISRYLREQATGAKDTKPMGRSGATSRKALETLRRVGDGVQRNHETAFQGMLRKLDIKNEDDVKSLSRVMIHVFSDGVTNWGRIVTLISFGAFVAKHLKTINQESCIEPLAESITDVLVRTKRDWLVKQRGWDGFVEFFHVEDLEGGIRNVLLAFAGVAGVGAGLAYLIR
Efflux pump mplx = inhibitors of Candida efflux pumps in yeast, primary screen, S. cerevisiae, Nile Red, multiplex; S. cerevisiae Candida pump triplex; inhibition, % at 10 µM; actives 0.44% (n = 330,000); AID 485275, 2010;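 active means plate passing quality check with inhibition over a set limit, or well fluorescence over plate mean plus 4 SD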;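 further: Nile Red retained in pooled yeast measured as flow cytometry median fluorescence; 0% = buffer negative control and 100% = Enniatin B positive control; higher means more Nile Red kept so more efflux inhibition; some compounds called inactive have numbers as strong as hits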
GLD-1 TGE inh = GLD-1/TGE RNA complex disruptors, primary screen, biochemical, fluorescence polarization | Female germline-specific tumor suppressor gld-1 (Caenorhabditis elegans), Q17339 | purified GLD-1 + fluorescein TGE RNA | inhibition, % at 5.96 µM | actives 0.44% (n = 320,000) | AID 2280, 2010;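 active means percent inhibition above a per-plate cutoff, the plate mean of test compounds plus 3 SD, cut at about 30% in these data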;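 further: 0% = DMSO wells with GLD-1 and probe and 100% = wells lacking GLD-1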
Target sequence (Q17339 whole entry, looked up): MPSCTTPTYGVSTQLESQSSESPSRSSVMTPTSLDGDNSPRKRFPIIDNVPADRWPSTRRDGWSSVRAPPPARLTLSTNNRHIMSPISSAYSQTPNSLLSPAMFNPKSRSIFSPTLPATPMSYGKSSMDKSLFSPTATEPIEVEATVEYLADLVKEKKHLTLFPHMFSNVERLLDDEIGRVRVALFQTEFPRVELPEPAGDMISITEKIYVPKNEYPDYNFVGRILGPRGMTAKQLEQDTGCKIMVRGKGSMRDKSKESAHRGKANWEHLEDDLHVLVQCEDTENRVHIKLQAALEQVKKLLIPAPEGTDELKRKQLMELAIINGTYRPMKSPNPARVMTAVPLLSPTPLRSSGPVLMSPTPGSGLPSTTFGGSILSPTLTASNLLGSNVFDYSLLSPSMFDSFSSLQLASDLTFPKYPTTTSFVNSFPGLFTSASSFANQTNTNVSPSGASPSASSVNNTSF
Fam108B inh = mouse Fam108B serine hydrolase inhibitors, primary screen, counter-screen for RBBP9 inhibitor project, biochemical, fluorescence polarization. recombinant Fam108B, FP-Rh probe fluorescence polarization. inhibition, % at 9.51 µM. actives 0.33% (n = 300,000). AID 1947, 2009;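 active means inhibition above the screen mean inhibition plus 3 SD, computed separately per campaign, cut at about 18% in these data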;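 further: inhibitors lower polarization as less probe binds the enzyme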
EBNA-1 inhibitor = EBNA-1 DNA-binding inhibitors, primary screen, biochemical, fluorescence polarization; inhibition, % at 14.8 µM; AID 1950, 2009; actives 0.34% (n = 300,000); in the data active means inhibition above about 28%
MEX-5 binding = MEX-5 zinc finger RNA-binding disruptors – biochemical, C. elegans, fluorescence polarization, MLPCN library, primary screen; AID 1832, 2009; MEX-5/FITC-TCR2 RNA binding; active compounds read low; activity score (negative = inhibition of binding), % at 10 µM; actives 0.38% (n = 300,000);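 active means inhibition past about -25% in most replicates, and total fluorescence under double the plate's negative control median, limit read from the data; inconclusive means replicates evenly split on the limit, or fluorescence at least double controls; inactive means too little inhibition in most replicates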;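 further: 0% = DMSO and -100% = 5 µM competing unlabeled TCR2 RNA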
ZTA DNA inh = counter-screen for EBNA-1 inhibitors: inhibitors of Epstein-Barr virus ZTA; ZTA-DNA binding, fluorescence polarization; inhibition, % at 11 µM; actives 0.15% (n = 320,000); AID 2234; in the data active means inhibition above about 33%
CR mimetic SO = reduction of superoxide in aged yeast, primary screen, HTS. S. cerevisiae aged cells, superoxide DHE fluorescence; active compounds read low. superoxide response (% of plate mean), % at 10 µM. actives 0.18% (n = 330,000). AID 2690, 2010;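 active means superoxide response under a set limit, about three screen SD below normal, cut at about 65% in these data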;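 further: yeast aged for seven days with compound at 30 °C before DHE staining; 100% = average MFI of all compound-treated wells on the plate with controls excluded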
Bcl-xL primary = inhibitors of human Bcl-xL, primary screen, biochemical, fluorescence polarization, HTS; inhibition, % at 10.9 µM; AID 2129, 2009; Bcl-2-like protein 1 (Homo sapiens), Q07817; GST-Bcl-xL / FITC-Bim BH3 peptide fluorescence polarization; actives 0.7% (n = 320,000);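 active means inhibition above the mean of all tested compounds plus 3 SD, cutoff set per campaign, cut at about 30% in these data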;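 further: 0% = DMSO wells and 100% = unlabeled Bim-BH3 peptide competitor; inhibitors lower millipolarization by displacing the labeled peptide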
Target sequence (Q07817 whole entry, looked up): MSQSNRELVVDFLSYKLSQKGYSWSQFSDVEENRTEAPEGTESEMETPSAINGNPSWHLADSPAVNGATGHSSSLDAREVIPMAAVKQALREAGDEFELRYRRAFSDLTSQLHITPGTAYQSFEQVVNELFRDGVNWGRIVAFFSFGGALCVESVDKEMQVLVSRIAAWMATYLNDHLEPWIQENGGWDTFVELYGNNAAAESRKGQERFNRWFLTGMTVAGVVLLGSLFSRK
* hit, by the source's call.

Screening CCOc1cc(C(=O)OCC(=O)Nc2cc(C)on2)cc(OCC)c1OCC returned MCL1 BIM primary -4, Efflux pump mplx 0.1, GLD-1 TGE inh 3, Fam108B inh 1, EBNA-1 inhibitor 15, MEX-5 binding -0.6, ZTA DNA inh -8, CR mimetic SO 98 and Bcl-xL primary -1.
`O=C(NCCc1ccccc1)C(c1ccccc1)N(C(=O)c1csnn1)C1CC1` (centres undefined) gave MCL1 BIM primary 0, Efflux pump mplx 0.0, GLD-1 TGE inh 8, Fam108B inh 4, EBNA-1 inhibitor 2, MEX-5 binding 0.8, ZTA DNA inh -20, CR mimetic SO 81 and Bcl-xL primary 1.
CCCNC(=O)c1cccc(Cn2cc(Br)c([N+](=O)[O-])n2)c1 was read as MCL1 BIM primary 1, Efflux pump mplx -0.1, GLD-1 TGE inh 4, Fam108B inh -1, EBNA-1 inhibitor 11, MEX-5 binding -1.3, ZTA DNA inh 14, CR mimetic SO 88 and Bcl-xL primary 9.
For S=C(NCCSCc1ccccc1Cl)Nc1ccccc1 the results were MCL1 BIM primary 4, Efflux pump mplx 0.0, GLD-1 TGE inh -1, Fam108B inh 1, EBNA-1 inhibitor 10, MEX-5 binding 0.4, ZTA DNA inh 3, CR mimetic SO 105 and Bcl-xL primary 6.
Screening Cc1ccccc1NC(=S)Nc1cccc([N+](=O)[O-])c1 returned MCL1 BIM primary 6, Efflux pump mplx 0.0, GLD-1 TGE inh -7, Fam108B inh 0, EBNA-1 inhibitor -3, MEX-5 binding -0.3, ZTA DNA inh 4, CR mimetic SO 100 and Bcl-xL primary 8.
For CCOc1ccc(-c2nn(-c3ccccc3)cc2/C=C2\SC(=S)N(Cc3ccco3)C2=O)cc1 the results were MCL1 BIM primary 3, Efflux pump mplx 0.1, GLD-1 TGE inh 0, Fam108B inh 1, EBNA-1 inhibitor 4, MEX-5 binding -3.0, ZTA DNA inh 21, CR mimetic SO 93 and Bcl-xL primary 6.
`CC1(C)CC(=O)c2c(O)cc(O)cc2O1` gave MCL1 BIM primary 9, Efflux pump mplx 0.2, GLD-1 TGE inh 1, Fam108B inh -4, EBNA-1 inhibitor -2, MEX-5 binding 0.7, ZTA DNA inh 19, CR mimetic SO 108 and Bcl-xL primary 7.
C#CCOCCOCCOCCNc1nc(N2CCN(C(=O)[C@H]([C@@H](C)CC)n3cc([C@@H](N)Cc4ccc(O)cc4)nn3)CC2)nc(N2CCN(C(=O)[C@H]([C@@H](C)CC)n3cc([C@@H](N)CC(C)C)nn3)CC2)n1 was read as MCL1 BIM primary 0, Efflux pump mplx 0.1, GLD-1 TGE inh 1, Fam108B inh -1, EBNA-1 inhibitor 3, MEX-5 binding 3.7, ZTA DNA inh -3, CR mimetic SO 101 and Bcl-xL primary 3.
`CCCOc1ccc(N2C(=O)CC(N(Cc3ccccc3)N=O)C2=O)cc1` (centres undefined) gave MCL1 BIM primary -3, Efflux pump mplx -0.1, GLD-1 TGE inh -1, Fam108B inh 2, EBNA-1 inhibitor 9, MEX-5 binding -2.6, ZTA DNA inh 8, CR mimetic SO 92 and Bcl-xL primary 0.
Cc1cc(C)c2c3c(sc2n1)C(c1ccccc1)C(C#N)=C(N)O3 (centres undefined) was read as MCL1 BIM primary 12, Efflux pump mplx 0.3, GLD-1 TGE inh -2, Fam108B inh 7, EBNA-1 inhibitor -11, MEX-5 binding inconclusive, ZTA DNA inh 7, CR mimetic SO 150 and Bcl-xL primary 3.
Cc1c(Br)c([N+](=O)[O-])nn1CC(=O)Nc1sc2c(c1C(=O)OC(C)C)CCC(C)C2 (centres undefined) was read as MCL1 BIM primary 9, Efflux pump mplx 0.0, GLD-1 TGE inh 4, Fam108B inh 3, EBNA-1 inhibitor -4, MEX-5 binding -0.8, ZTA DNA inh -4, CR mimetic SO 99 and Bcl-xL primary 9.
C=C1CSc2nc3ccccc3c(=O)n21 was read as MCL1 BIM primary 9, Efflux pump mplx -0.1, GLD-1 TGE inh 2, Fam108B inh 5, EBNA-1 inhibitor 6, MEX-5 binding -2.3, ZTA DNA inh 0, CR mimetic SO 110 and Bcl-xL primary 6.
For CC(C)c1cc(C(C)C)c(S(=O)(=O)N2CCNCC2)c(C(C)C)c1 the results were MCL1 BIM primary 7, Efflux pump mplx 0.0, GLD-1 TGE inh 7, Fam108B inh -4, EBNA-1 inhibitor -12, MEX-5 binding 3.2, ZTA DNA inh -9, CR mimetic SO 98 and Bcl-xL primary 5.
O=C(CN1CCN(S(=O)(=O)N2CCOCC2)CC1)Nc1cc(Cl)cc(Cl)c1 was read as MCL1 BIM primary 2, Efflux pump mplx 0.0, GLD-1 TGE inh 11, Fam108B inh 1, EBNA-1 inhibitor -5, MEX-5 binding 0.4, ZTA DNA inh 6, CR mimetic SO 93 and Bcl-xL primary 0.
`CCN(CC(=O)NCc1cccs1)S(=O)(=O)c1ccc(F)cc1` gave MCL1 BIM primary -2, Efflux pump mplx 0.1, GLD-1 TGE inh 7, Fam108B inh -2, EBNA-1 inhibitor 1, MEX-5 binding -2.0, ZTA DNA inh 16, CR mimetic SO 103 and Bcl-xL primary 1.
Screening O=C(NC1CCCc2ccccc21)C1CCN(S(=O)(=O)N2CCCCCC2)CC1 (centres undefined) returned MCL1 BIM primary 4, Efflux pump mplx -0.3, GLD-1 TGE inh -2, Fam108B inh 3, EBNA-1 inhibitor 11, MEX-5 binding 4.9, ZTA DNA inh 2, CR mimetic SO 82 and Bcl-xL primary 9.
Fc1ccc(-c2nn3c(C4COc5ccccc5O4)nnc3s2)cc1 (centres undefined) was read as MCL1 BIM primary 3, Efflux pump mplx 0.0, GLD-1 TGE inh 0, Fam108B inh -2, EBNA-1 inhibitor -1, MEX-5 binding -1.7, ZTA DNA inh -7, CR mimetic SO 114 and Bcl-xL primary 2.
CCOC(=O)c1cccc(NC(=O)CC2Oc3ccccc3NC2=O)c1 (centres undefined) was read as MCL1 BIM primary -1, Efflux pump mplx 0.1, GLD-1 TGE inh 6, Fam108B inh -2, EBNA-1 inhibitor 10, MEX-5 binding -0.7, ZTA DNA inh 20, CR mimetic SO 109 and Bcl-xL primary 1.
Screening CCCc1ccc2oc(C(=O)N(Cc3ccncc3)CC3CCCO3)c(C)c2c1 (centres undefined) returned MCL1 BIM primary -4, Efflux pump mplx -0.1, GLD-1 TGE inh 4, Fam108B inh 0, EBNA-1 inhibitor 0, MEX-5 binding -0.7, ZTA DNA inh -15, CR mimetic SO 88 and Bcl-xL primary 2.
`O=C(Nc1cccc(NC(=O)c2cccc(F)c2)n1)c1cccc(F)c1` gave MCL1 BIM primary 4, Efflux pump mplx -0.1, GLD-1 TGE inh 4, Fam108B inh -10, EBNA-1 inhibitor 1, MEX-5 binding -1.4, ZTA DNA inh -1, CR mimetic SO 108 and Bcl-xL primary 11.
For O=C(NCc1nc2ccccc2[nH]1)c1cccc(S(=O)(=O)N2CCOCC2)c1 the results were MCL1 BIM primary 12, Efflux pump mplx -0.2, GLD-1 TGE inh -1, Fam108B inh 2, EBNA-1 inhibitor -1, MEX-5 binding 1.6, ZTA DNA inh -16, CR mimetic SO 86 and Bcl-xL primary 5.
`COc1ccc(NC(=O)CSc2nnc(CN3CCOCC3)n2-c2ccccc2)cc1Cl` gave MCL1 BIM primary 0, Efflux pump mplx 0.0, GLD-1 TGE inh 6, Fam108B inh 1, EBNA-1 inhibitor 10, MEX-5 binding -0.2, ZTA DNA inh -2, CR mimetic SO 85 and Bcl-xL primary 1.
`COc1cc(C(C)=O)ccc1Oc1cnccn1` gave MCL1 BIM primary 2, Efflux pump mplx 0.1, GLD-1 TGE inh 8, Fam108B inh 3, EBNA-1 inhibitor -1, MEX-5 binding -0.1, ZTA DNA inh -2, CR mimetic SO 97 and Bcl-xL primary 2.
`Cc1ccc(OCCOCCN2CCCC2)c(Br)c1` gave MCL1 BIM primary -2, Efflux pump mplx -0.1, GLD-1 TGE inh 1, Fam108B inh 8, EBNA-1 inhibitor 15, MEX-5 binding -0.3, ZTA DNA inh 0, CR mimetic SO 91 and Bcl-xL primary 4.
`CN1CCN(c2cc(=O)n(-c3ccc(Cl)cc3)c(=O)[nH]2)CC1` gave MCL1 BIM primary 1, Efflux pump mplx -0.1, GLD-1 TGE inh -2, Fam108B inh 1, EBNA-1 inhibitor 12, MEX-5 binding -2.6, ZTA DNA inh 1, CR mimetic SO 102 and Bcl-xL primary 5.
Screening Cn1cc(CNC(=O)C2CCC(=O)N(Cc3ccccc3F)C2)cn1 (centres undefined) returned MCL1 BIM primary -3, Efflux pump mplx 0.2, GLD-1 TGE inh -5, Fam108B inh 2, EBNA-1 inhibitor -7, MEX-5 binding -3.5, ZTA DNA inh 1, CR mimetic SO 107 and Bcl-xL primary -1.
For CC(C)CC(=O)c1c[nH]c(C(=O)NCc2ccc(F)cc2)c1 the results were MCL1 BIM primary 3, Efflux pump mplx -0.3, GLD-1 TGE inh -1, Fam108B inh -3, EBNA-1 inhibitor 4, MEX-5 binding -2.4, ZTA DNA inh -6, CR mimetic SO 82 and Bcl-xL primary 6.
For O=C(CSc1nc2c([nH]c3ccccc32)c(=O)n1-c1ccc(F)cc1)NCc1ccco1 the results were MCL1 BIM primary 3, Efflux pump mplx 0.0, GLD-1 TGE inh 3, Fam108B inh -5, EBNA-1 inhibitor 0, MEX-5 binding 0.8, ZTA DNA inh -2, CR mimetic SO 110 and Bcl-xL primary 6.
Screening CC(=O)N(C)c1ccc(OCC(O)Cn2c(C)nc3ccccc32)cc1 (centres undefined) returned MCL1 BIM primary 2, Efflux pump mplx -0.2, GLD-1 TGE inh 5, Fam108B inh 1, EBNA-1 inhibitor 12, MEX-5 binding -0.5, ZTA DNA inh 5, CR mimetic SO 103 and Bcl-xL primary -5.
Screening O=C(Cc1ccc(Br)cc1)NNC(=O)Nc1ccc(Cl)cc1 returned MCL1 BIM primary 5, Efflux pump mplx -0.1, GLD-1 TGE inh 1, Fam108B inh -3, EBNA-1 inhibitor 1, MEX-5 binding -0.7, ZTA DNA inh -6, CR mimetic SO 95 and Bcl-xL primary 6.
Screening Cc1nn(-c2ccccc2)c2[nH]c(=O)cc(C(F)F)c12 returned MCL1 BIM primary -1, Efflux pump mplx 0.0, GLD-1 TGE inh 1, ZTA DNA inh -13, CR mimetic SO 134 and Bcl-xL primary 2.
For COc1ccc(N2C(=O)CC(Cc3ccccc3)C2=O)cc1 (centres undefined) the results were MCL1 BIM primary 0, Efflux pump mplx 0.3, GLD-1 TGE inh 4, Fam108B inh 3, EBNA-1 inhibitor -13, MEX-5 binding 2.7, ZTA DNA inh -9, CR mimetic SO 98 and Bcl-xL primary -4.
`CC(=O)Nc1ccc(S(=O)(=O)Oc2cccc(N3C(=O)C4CCCCC4C3=O)c2)cc1` (centres undefined) gave MCL1 BIM primary -2, Efflux pump mplx 0.0, GLD-1 TGE inh 1, Fam108B inh 2, EBNA-1 inhibitor -3, MEX-5 binding 0.8, ZTA DNA inh -12, CR mimetic SO 101 and Bcl-xL primary -2.
Screening O=C(O)c1ccccc1C(=O)OCc1ccccc1 returned MCL1 BIM primary 5, Efflux pump mplx -0.1, GLD-1 TGE inh 5, Fam108B inh 0, EBNA-1 inhibitor 5, MEX-5 binding 1.0, ZTA DNA inh 4, CR mimetic SO 102 and Bcl-xL primary 8.
